From PubChem
RAD54 inh: blocks human RAD54 Holliday junction branch migration | actives 0.14% (n = 360,000) | AID 602329 | inhibition, % at 10.4 µM | FAM/BHQ fluorescence;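 active = mean normalized replicate activity at least 40 and at least half of replicates scoring 40 or more; inconclusive = only one of the two criteria met; inactive = mean below 40 and under half of replicates reaching 40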;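 also: 0% = median of neutral control wells and 100% = median of positive control wells; inhibitors cause a drop in the FAM fluorescence signal; in these data hits start at about 50%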
ARNT-TACC3 inh: disruptors of human ARNT/TACC3 interaction; AID 623870; Q9Y6A5; actives 0.66% (n = 390,000); AlphaScreen His-ARNT PAS-B/GST-TACC3 binding, luminescence; TACC3 fragment carries E629A point mutation; inhibition, % at 9.99 µM;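 active = mean inhibition of replicates at least 50% and at least half of replicates each reaching 50%; inconclusive = half or more replicates reach 50% but mean below 50%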;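 also: 0% = complete ARNT plus TACC3 wells and 100% = ARNT alone without TACC3; many hits fall short of the cut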
RAD52 inh: RAD52 (human) annealing inhibition | P43351 | recombinant RAD52 DNA annealing, FRET fluorescence | inhibition, % at 18.7 µM | actives 0.46% (n = 360,000) | AID 651710;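 active = every replicate showing at least 50% inhibition; inconclusive = mean inhibition at least 50% but not in every replicate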
E-selectin induc: E-selectin induction on HUVECs. P16581. HUVEC E-selectin immunofluorescence imaging; normalized: neutral wells 0, TNF-alpha wells 100. activation, % at 7.58 µM. actives 0.37% (n = 260,000). AID 686992;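 active = mean E-selectin-positive cell signal at least 10% of the positive control, reached in at least 60% of replicates, without over 20% cell loss; inconclusive = no rule given, readout overlaps actives, possibly toxicity-flagged; inactive = the rest, including those meeting only one limit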;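 also: in these data hits start at about 27%; measured in HUVEC primary endothelial cells; signal is the percent of cells scored E-selectin positive by PE staining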
Target sequence (P16581 whole entry, looked up): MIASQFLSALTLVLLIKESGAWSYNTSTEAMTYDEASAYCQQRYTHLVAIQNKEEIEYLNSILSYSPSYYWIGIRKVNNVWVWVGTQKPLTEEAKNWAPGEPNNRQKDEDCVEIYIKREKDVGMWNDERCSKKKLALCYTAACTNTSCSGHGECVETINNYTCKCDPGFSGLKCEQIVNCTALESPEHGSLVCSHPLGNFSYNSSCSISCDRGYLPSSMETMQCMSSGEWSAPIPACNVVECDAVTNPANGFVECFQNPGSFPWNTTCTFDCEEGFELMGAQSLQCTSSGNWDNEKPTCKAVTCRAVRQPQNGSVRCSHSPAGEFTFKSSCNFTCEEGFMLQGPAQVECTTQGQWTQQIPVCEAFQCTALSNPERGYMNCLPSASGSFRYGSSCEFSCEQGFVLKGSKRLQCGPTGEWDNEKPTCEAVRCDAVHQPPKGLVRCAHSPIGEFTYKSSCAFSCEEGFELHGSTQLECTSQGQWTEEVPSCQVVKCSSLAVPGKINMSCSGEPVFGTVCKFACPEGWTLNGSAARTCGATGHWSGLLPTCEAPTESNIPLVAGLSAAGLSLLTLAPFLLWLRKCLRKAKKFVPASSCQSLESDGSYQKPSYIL
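System: HUVEC / Compound: single concentration / Signal: immunofluorescence imaging / Read-out: percent E-selectin-positive cells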
PglD inh: PglD (C. jejuni) enzyme inhibition. purified PglD enzyme, DTNB colorimetric CoA detection. inhibition, % at 12.5 µM. actives 0.098% (n = 360,000); in the data active = inhibition above about 16%, passing the limit was not always enough; inconclusive = no clear call, values can overlap the other calls; also: strong numbers were not always called active
Casp6 inh: caspase-6 (human) enzyme inhibition. purified caspase-6, Z-VEID-R110 cleavage fluorescence. inhibition, % at 12.5 µM. actives 0.53% (n = 350,000);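 active = mean inhibition across replicates at least about 35%, with every replicate also reaching that limit, limit read from the data; inconclusive = only one of the two criteria met; inactive = neither criterion met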;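 also: 0% = median of neutral control wells and 100% = no fluorescence left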
esBAF inh: inhibitors of esBAF chromatin remodeling in mouse ES cells. reporter increase, % at 12.5 µM. actives 2% (n = 350,000). Bmi1-luciferase knock-in reporter, 24 h; 100% = twice the neutral-well signal; in the data active = activation above about 40%; inconclusive = no clear call, values can overlap the other calls;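 also: 0% = median of the plate's neutral control wells and 100% = double that signal; a rise in the Bmi1 reporter signal indicates esBAF inhibition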
ERp5 inh: ERp5 (human) disulfide isomerase inhibition; ERp5 insulin aggregation, absorbance 650 nm, 90 min; inhibition, % at 9.99 µM; actives 0.05% (n = 350,000);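 active = mean replicate inhibition above about 25%, with every replicate also reaching it, limit read from the data, passing the limit was not always enough; inconclusive = only one of those two criteria met; inactive = neither criterion met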
Target sequence (Q15084 whole entry, looked up): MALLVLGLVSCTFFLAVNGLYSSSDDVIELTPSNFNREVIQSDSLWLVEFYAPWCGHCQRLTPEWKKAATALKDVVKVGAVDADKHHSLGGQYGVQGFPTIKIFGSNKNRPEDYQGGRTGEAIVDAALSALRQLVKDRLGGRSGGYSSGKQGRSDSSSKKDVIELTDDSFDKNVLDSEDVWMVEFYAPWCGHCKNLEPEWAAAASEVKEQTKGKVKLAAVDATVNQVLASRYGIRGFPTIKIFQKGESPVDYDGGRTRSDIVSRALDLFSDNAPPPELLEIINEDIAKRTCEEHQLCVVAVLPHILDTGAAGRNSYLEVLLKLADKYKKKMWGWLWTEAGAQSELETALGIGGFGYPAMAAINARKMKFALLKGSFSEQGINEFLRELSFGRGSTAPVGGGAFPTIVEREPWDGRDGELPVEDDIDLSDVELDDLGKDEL
The depositor's hits bear a star; ? = inconclusive; / = no result given; & = joins results of further samples.

SMILES	RAD54 inh	ARNT-TACC3 inh	RAD52 inh	E-selectin induc	PglD inh	Casp6 inh	esBAF inh	ERp5 inh
CCN(CC)S(=O)(=O)c1ccc2c(c1)N(CC(=O)Nc1ccc(NC(C)=O)cc1)C(=O)CO2	-2	-3	-5	/	8	-1	-3	0
COc1ccccc1CN(C)C[C@H]1OCc2cn(nn2)CCCC(=O)N([C@@H](C)CO)C[C@@H]1C	1	-1	5	0.0	4	-3	9	-2
O=C(c1ccc(F)cc1)N1CC(=O)N2[C@H](CO)[C@H](c3ccc(C#CCC4CCCC4)cc3)[C@@H]2C1	/	/	12	0.0	/	1	/	-1
COC(=O)c1cn(NC(=O)c2ccccc2[N+](=O)[O-])c(=O)c2ccccc12	3	-1	-9	/	/	4	-7	5
COc1cc(S(=O)(=O)N2CCOCC2)ccc1F	-13	-9	/	/	-1	/	2	/
CCOc1ccccc1CNc1ncnc2ccc(-c3c(C)noc3C)cc12	-2	/	-114	/	-2	-4	-52	3
NC(=O)CCCn1c(C(=O)c2ccc(Cl)cc2)c2ccc([N+](=O)[O-])cc2[n+]1[O-]	-1	-1	-13	-0.2	4	6	-26	3
OC[C@H]1[C@H](c2ccc(C#CC3(O)CCCC3)cc2)[C@@H]2CN(Cc3ccncc3)CCCCN12	-1	-1	3	-0.2	-1	1	/	9
CC(=O)Nc1cccc(NC(=S)Nc2ccc(F)cc2F)c1	/	-2	1	0.9	/	2	6	?
COc1ccc(NC(=O)CN2C(=O)NC(C)(c3ccccc3)C2=O)c(OC)c1 (stereo unspecified)	-7	-7	-8	/	-4	1	-11	-1
COC(=O)c1ccc(-n2c(C)cc(/C=N/n3cnnc3)c2C)cc1	-3	5	/	/	1	/	-3	/
O=C1CSC2=NCN(c3ccc4c(c3)OCO4)CN12	4	1	/	/	-2	/	20	/
Cc1cccc(OCC(=O)NC(=S)Nc2ccccc2N2CCOCC2)c1C	-24	-5	-4	-0.7	0	-1	-10	-6
CCOC(=O)c1sc(N)c(C(=O)Nc2ccccc2)c1C	-12	0	-24	0.2	2	0	37	0
Nn1c(SCC(=O)NC2CCCCC2)nnc1-c1ccco1	-5	/	-2	-1.7	2	-5	1	2
COc1ccccc1-c1cccc(-c2nc(C(=O)N3CCOCC3)cc3c2[C@H](CCO)N([S@@](=O)C(C)(C)C)C3)c1	-7	14	-41	0.6	2	-4	0	2
CCCC#Cc1ccc([C@H]2[C@@H](C#N)N(C(=O)CN3CCOCC3)[C@H]2CO)cc1	7	-9	-21	0.1	-5	0	-3	2
CN(C)S(=O)(=O)c1cccc(NC(=O)C(c2ccccc2)c2ccccc2)c1	-2	-4	-23	/	-1	1	-2	5
C[C@H](CO)N1C[C@H](C)[C@@H](CN(C)Cc2cccnc2)Oc2ncc(-c3cccc(C#N)c3)cc2C1=O	0&0	6&-3	-21&-3&9	-0.1&1.2	6&0	-13&-5&-1	-1&0&1	0&2&1
O=C(NC1CCCC1)N1CC(=O)N2[C@H](C1)[C@@H](c1ccc(-c3cccnc3)cc1)[C@@H]2CO	/	/	-6	-0.4	/	0	/	-10
CC(C)Cn1nc(C(=O)NCc2ccccc2CN2CCCC2)c2ccccc2c1=O	3	7	-30	0.4	-10	-3	0	0
Cc1ccccc1NC(=O)C1CCCN1/C=C/C(=O)C(F)(F)F (stereo unspecified)	-2	-7	-5	-0.1	3	1	/	1
COc1cccc(N2CCN(C(=O)c3cccc(S(=O)(=O)N4CCCC4)c3)CC2)c1	-10	/	-15	/	0	-1	-8	4
O=C(Oc1oc(-c2ccco2)nc1C=Nc1ccc(Cl)cc1)c1ccco1	5	2	/	/	-5	/	38	/
NC(=O)c1ccccc1NC(=O)CC1(CC(=O)O)CCCC1	4	/	-23	0.0	-9	-3	7	1
Cc1noc(C)c1S(=O)(=O)N(C)C[C@@H]1OCCCC[C@@H](C)Oc2ccc(NC(=O)c3ccccc3)cc2C(=O)N([C@H](C)CO)C[C@H]1C	3	-5	-37	0.9	-2	-4	13	-4
CN1C[C@@H]2[C@H](c3ccccc31)[C@@H](CO)N2Cc1ccccc1F	-4	-12	-8	-0.1	-4	-6	-3	-2
COc1ccccc1C(=O)N1CCN(C(=O)[C@@H](Cc2ccccc2)NC(=O)[C@H]2O[C@@H](n3ccc(=O)[nH]c3=O)[C@H](O)[C@@H]2O)CC1	/	/	-3	0.1	/	0	/	3
CCCC#Cc1cnc2c(c1)C(=O)N([C@H](C)CO)C[C@H](C)[C@@H](CN(C)C(=O)Nc1ccc(OC)cc1)O2	8	-4	12	-1.0	3	1	-1	0
CC(C)C#Cc1cnc2c(c1)C(=O)N([C@H](C)CO)C[C@@H](C)[C@H](CN(C)Cc1cccc(F)c1)O2	-5	3	-2	-0.1	0	0	3	0
COCCOC(=O)c1c(C)n(C)c2ccc(OC(=O)c3ccccc3F)cc12	13	-5	-14	/	-5	0	-1	-2
COC(=O)c1cc(S(=O)(=O)N2CCCCC2C)c[nH]1 (stereo unspecified)	4	-4	-9	-0.2	-3	3	4	3
Cc1nnc2sc(COc3ccccc3)nn2c1=O	-12	-1	-7	-0.1	4	2	4	3
CCN(CCO)Cc1cc(=O)oc2c(C)c(C)ccc12	2	/	-6	/	-4	2	-1	6
CCN(C(=O)CSc1nnc(-c2ccccc2OC)n1N)c1c(N)n(Cc2ccccc2)c(=O)[nH]c1=O	7	-1	-16	-0.8	-4	2	0	0
CN1CCN(C(=O)C[C@@H]2C=C[C@@H](NC(=O)Cc3ccccn3)[C@H](CO)O2)CC1	6	-2	-13	0.0	0	-3	-4	3
Nc1c(C(=O)Nc2ccc3c(c2)OCCO3)nnn1CCc1ccccc1	1	-12	-5	0.8	-2	0	66*	-6
CC(C)NC(=O)N(C)C[C@@H]1Oc2ccc(NC(=O)Cc3cn(C)c4ccccc34)cc2CC(=O)N([C@@H](C)CO)C[C@H]1C	4	5	-1	-1.9	-5	-4	4	-3
O=C(CSc1ccc(-c2ccc(Cl)cc2)nn1)Nc1ccc2c(c1)OCCO2	20	-8	2	/	4	2	-18	0
CCn1c(C)c(C(C)=O)c(N2CCCC2)nc1=S	-8	-3	/	-1.2	/	/	-4	/
Cc1nc2cc(NC(=O)Nc3ccc(Br)cc3)ccc2o1	/	0	-13	/	/	-1	/	0
O=c1[nH]c(NCc2ccco2)nnc1Cc1ccccc1Cl	3	-4	/	0.3	-1	/	7	/
CC(C)(O)C#Cc1ccc([C@@H]2[C@@H](CO)N3CCCCN(C(=O)c4ccc(F)cc4)C[C@@H]23)cc1	9	-3	20	0.0	11	-3	-1	-2
COc1ccc(C(=O)c2ccc(Br)cc2)cc1	0	-1	/	/	0	/	55*	/
O=C(CCN1C(=O)c2ccccc2S1(=O)=O)N1CCN(c2ccccc2F)CC1	5	2	-5	0.2	-4	2	-3	1
O=C(C[C@H]1C/C=C\C[C@H](Cc2ccc(F)cc2)C(=O)OC[C@@H]2CCCN2C1=O)N[C@H](CO)Cc1ccccc1	/	-1	-8	0.0	/	-1	-5	-4
Cc1ccc(CNC(=O)CCc2nc(-c3cccs3)no2)cc1	12	/	-30	0.3	-2	-2	-4	3
O=C(CSc1nnc(Cn2c(=O)sc3ccccc32)n1-c1ccccc1)N1CCCC1	2	/	5	18	6	1	1	1
COC(=O)C(C)N1C(=O)S/C(=C\c2cc(C)n(-c3ccccn3)c2C)C1=O (stereo unspecified)	-8	17	/	/	6	/	-48	/
Cc1cc(NC(=O)CN2CCN(c3ccccn3)CC2)ccc1Br	-1	-5	-9	/	-1	-7	-5	5
Nc1ccccc1N=Nc1ccccc1N	3	22	-14	0.9	0	-2	?	0
CN1C[C@@H]2[C@H](c3ccccc31)[C@H](CO)N2C(=O)C1CCCC1	-8	-9	/	-0.2	1	/	0	/
CC(Sc1nc(=O)cc(N)n1CCc1ccccc1)C(=O)NCc1ccccc1 (stereo unspecified)	/	-7	-20	0.1	/	-1	/	8
CCOC(=O)C1(CC2CCCCO2)CCN(S(=O)(=O)c2ccccc2)CC1 (stereo unspecified)	/	2	-5	1.5	/	1	/	-3
CC(=O)c1cc2c(cc1NC(=O)Cn1nc(-c3ccc(F)cc3)ccc1=O)OCO2	0	-3	-5	-0.3	6	1	0	-2
O=C1CC(c2ccccc2)=NN1c1nc(-c2ccccc2)cs1	/	10	-9	0.0	/	0	/	6
CCSCCOC(=O)C1=C(C)NC(=O)NC1c1ccc2c(c1)OCO2 (stereo unspecified)	-4	-16	-1	-0.1	/	1	-3	3
Cc1cc(C(=O)Nc2ccncc2)ccc1[N+](=O)[O-]	1	17	-5	0.0	-9	-1	23	3
CC1=C(C(=O)OCC(C)C)C(c2ccccc2Cl)NC(=O)N1C (stereo unspecified)	-12	5	11	0.0	0	-1	12	-2
CCC(C)NCCOc1ccc(C(C)(C)c2ccccc2)cc1 (stereo unspecified)	12	4	17	3.6	1	2	-7	-4

Among those listed so far, these contain a furan ring, fused or not:
SMILES	RAD54 inh	ARNT-TACC3 inh	RAD52 inh	E-selectin induc	PglD inh	Casp6 inh	esBAF inh	ERp5 inh
Nn1c(SCC(=O)NC2CCCCC2)nnc1-c1ccco1	-5	/	-2	-1.7	2	-5	1	2
O=C(Oc1oc(-c2ccco2)nc1C=Nc1ccc(Cl)cc1)c1ccco1	5	2	/	/	-5	/	38	/
O=c1[nH]c(NCc2ccco2)nnc1Cc1ccccc1Cl	3	-4	/	0.3	-1	/	7	/

Quoted at random: 2 compounds from above.
SMILES	RAD54 inh	ARNT-TACC3 inh	RAD52 inh	E-selectin induc	PglD inh	Casp6 inh	esBAF inh	ERp5 inh
CCC(C)NCCOc1ccc(C(C)(C)c2ccccc2)cc1 (stereo unspecified)	12	4	17	3.6	1	2	-7	-4
O=C(CSc1nnc(Cn2c(=O)sc3ccccc32)n1-c1ccccc1)N1CCCC1	2	/	5	18	6	1	1	1

(more compounds)
SMILES	RAD54 inh	ARNT-TACC3 inh	RAD52 inh	E-selectin induc	PglD inh	Casp6 inh	esBAF inh	ERp5 inh
O=C1CCCCCCCN1Cc1ccccc1	/	20	-6	/	/	-3	/	-2
COc1ccc(NS(=O)(=O)c2ccc3c(c2)NC(=O)CC(=O)N3)cc1OC	0	6	-2	/	-3	-1	0	4
C[C@@H]1CN([C@H](C)CO)S(=O)(=O)c2ccc(-c3cccc(C(=O)N(C)C)c3)cc2O[C@@H]1CN(C)C(=O)Nc1ccc(F)cc1	1	7	9	-0.2	0	0	5	9
C[C@@H]1CCCCO[C@@H](CN(C)S(=O)(=O)c2cn(C)cn2)[C@H](C)CN([C@H](C)CO)C(=O)c2cc(NC(=O)Cc3ccccc3)ccc2O1	5	-20	/	0.0	0	/	4	/
Cc1ccc(NC(=O)c2cc(NC(=O)CCCC(=O)O)ccc2Cl)cc1Cl	-11	13	/	/	0	/	0	/
CCOC(=O)C1=C(C)NC(C)=C(C(=O)OCC)C1C(=O)OCC(=O)NC1(C#N)CCCCC1	11	-7	1	/	-2	1	-6	-6
O=C(CCN1C(=O)c2ccccc2C1=O)N1CCCCCC1	-14	3	/	/	1	/	13	/
OC[C@H]1[C@@H](c2ccc(/C=C/c3ccccc3)cc2)[C@@H]2CN(Cc3cccnc3)CCCCN12	6	3	/	0.1	5	/	7	/
COc1ccccc1-n1ccnc1SCC(=O)NCc1ccco1	/	-5	-15	2.9	/	0	/	1
C[C@@H]1CN([C@H](C)CO)S(=O)(=O)c2ccc(-c3ccccc3F)cc2O[C@H]1CN(C)Cc1cccnc1	4	0	21	1.0	6	-3	-6	1
